Assay outcomes deposited in PubChem by National Center for Advancing Translational Sciences (NCATS).
RECQ1 helicase = blocks DNA unwinding by human RECQ1; P46063; RECQ1 DNA unwinding, red fluorescence kinetic read; Potency, µM (top dose mostly 57.3 µM), for the others: at the highest dose activity, negative = inhibition, actives largely listed as inhibitors; 240,000 tested, 0.54% active; AID 2549;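 note: plate controls were vehicle for no effect and no enzyme for full effect; nearly all actives have a fitted effect of over 30% in size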
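RECQ1T1 50 nM; forked duplex (20 bp + 30-nt ss tails) 200 nM, ATP 2 mM final; pH 8.0, 2 mM MgCl2, 2.5 ug/ml poly(dI-dC); 15 min compound preincubation; discontinuous kinetic read over 2 h at RT.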
Tau fluor cs = counter-screen for tau fibril formation inhibitors; tau K18 P301L Alexa594 fluorescence, heparin fibrillization; AID 1463; Potency, µM (top dose mostly 57.7 µM), for the others: at the highest dose activity change, negative = decrease; 280,000 tested, 0.93% active; note: % is set by controls: 0 for no effect and ±100 for the full control effect; nearly all actives have a fitted effect of over 55% in size
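Human K18 P301L tau (15 uM unlabeled plus 0.24 uM Alexa 594-labeled, final) in 100 mM sodium acetate pH 7 was mixed with compound and 20 uM heparin and incubated 6 hr at 37 C.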
Tau fibril FP = blocks human tau fibril formation measured by polarization; P10636; 280,000 tested, 0.39% active; Potency, µM (doses to about 57.7 µM), for the others: at the highest dose activity, negative = inhibition, usual class: inhibitors; K18 P301L tau heparin fibrillization, Alexa594 FP, 6 h; AID 1468; note: % is set by controls: 0 for no effect and ±100 for the full control effect; nearly all actives have a fitted effect of over 55% in size
Target sequence (P10636 561-689 P618L limits assumed): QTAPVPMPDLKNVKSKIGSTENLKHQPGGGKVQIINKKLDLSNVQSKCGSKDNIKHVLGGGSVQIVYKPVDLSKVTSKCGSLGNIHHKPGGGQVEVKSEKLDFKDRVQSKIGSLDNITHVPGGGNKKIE
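Read-out: fluorescence polarization of Alexa 594-labeled tau (0.24 uM), 555 nm excitation, 632 nm emission. Mixtures held 15 uM unlabeled K18 P301L, compound and 20 uM heparin, pH 7 acetate buffer, incubated 6 hr at 37 C.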
TRb SRC2 PPI = disrupts binding of human TR beta to SRC2; Potency, µM (highest dose often 106 µM), for the others: at the highest dose activity change, negative = inhibition, hits mostly inhibitors; 280,000 tested, 0.065% active; TRbeta-SRC2 peptide binding, fluorescence polarization; receptor liganded with 1 µM T3;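 note: plate controls were bound peptide for no effect and peptide without receptor for full effect; nearly all actives have a fitted effect of over 50% in size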
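Human TRb ligand-binding domain (0.6 uM) is mixed with 20 nM Texas Red SRC2 peptide and 1 uM T3; after compound addition and 5 hr at ambient temperature, polarization is measured and normalized to unbound and bound controls.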
HTT cytoprotect = Huntington cell model cytoprotection by ATP luminescence. PC12 HTT-Q103 induced, cytoprotection, ATP luminescence, 40 h. Potency, µM (series often up to 56.4 µM), without a hit: cytoprotection (ATP increase), actives largely listed as activators. 230,000 tested, 0.14% active;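 note: % of control where 0% means no effect; nearly all actives have a fitted effect of over 45% in size; toxic huntingtin expression switched on by the ecdysone agonist tebufenozide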
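Cells were plated at 1500 per well in phenol red-free DMEM with 5% equine and 5% calf serum. Tebufenozide (100 nM final) and compounds were added, then ATPlite reagent, and luminescence was read.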
L3MBTL1 block = blocks human L3MBTL1. Q9Y468. AlphaScreen L3MBTL1–H3K9me1 peptide binding. Potency, µM (top dose mostly 57.1 µM), without a hit: at the highest dose activity, negative = inhibition, most hits filed as inhibitors. 230,000 tested, 0.66% active; note: % is set by controls: 0 for no effect and ±100 for the full control effect; nearly all actives have a fitted effect of over 60% in size
Target sequence (Q9Y468 whole entry, looked up): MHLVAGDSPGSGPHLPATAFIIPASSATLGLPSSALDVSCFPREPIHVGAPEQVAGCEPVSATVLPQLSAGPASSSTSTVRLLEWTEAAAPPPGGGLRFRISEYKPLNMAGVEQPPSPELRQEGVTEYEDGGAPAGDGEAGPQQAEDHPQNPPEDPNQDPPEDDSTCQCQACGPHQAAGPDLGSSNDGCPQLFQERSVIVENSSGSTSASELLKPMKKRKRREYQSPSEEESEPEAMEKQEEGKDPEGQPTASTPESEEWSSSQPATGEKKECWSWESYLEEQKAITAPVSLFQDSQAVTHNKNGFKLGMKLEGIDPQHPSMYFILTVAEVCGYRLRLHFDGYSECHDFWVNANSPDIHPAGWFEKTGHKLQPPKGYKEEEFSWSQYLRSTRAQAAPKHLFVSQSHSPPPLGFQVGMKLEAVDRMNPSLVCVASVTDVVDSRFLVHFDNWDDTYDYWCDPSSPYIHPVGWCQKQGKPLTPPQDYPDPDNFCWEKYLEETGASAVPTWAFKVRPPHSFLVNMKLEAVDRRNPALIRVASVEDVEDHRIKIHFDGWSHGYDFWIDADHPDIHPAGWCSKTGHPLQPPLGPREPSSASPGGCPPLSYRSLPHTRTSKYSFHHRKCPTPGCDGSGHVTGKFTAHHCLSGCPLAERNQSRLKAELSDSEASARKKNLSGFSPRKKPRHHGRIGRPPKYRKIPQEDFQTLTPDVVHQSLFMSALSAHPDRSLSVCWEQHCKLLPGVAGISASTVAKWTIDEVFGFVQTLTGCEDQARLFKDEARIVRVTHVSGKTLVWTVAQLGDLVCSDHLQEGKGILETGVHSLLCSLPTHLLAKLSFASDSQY
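L3MBTL1 50 nM + b-AHA-H3(1-15)K9me1 75 nM, 30 min RT; compound added, 30 min RT; streptavidin donor/Ni-chelate acceptor beads 10 ug/mL each final, 30 min RT dark; AlphaScreen read.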
Tau ThT inhib = blocks human tau fibril formation measured by thioflavin T | recombinant tau K18 P301L, heparin-induced fibrillization, ThT fluorescence | Potency, µM (series often up to 57.4 µM), inactives show at the top dose activity, negative = inhibition, most hits filed as inhibitors | 270,000 tested, 2.1% active | AID 1460; note: % is set by controls: 0 for no effect and ±100 for the full control effect; nearly all actives have a fitted effect of over 55% in size
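Using a mix of unlabeled (15 uM) and Alexa 594-labeled (0.24 uM) tau K18 P301L, heparin-triggered fibrillization over 6 hr at 37 C was scored by ThT fluorescence.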
TexasRed fluor = counter-screen for TRb-SRC2 inhibitors: fluorescence interference | TRb/SRC2 Texas Red total fluorescence interference | AID 1479 | Potency, µM (top dose mostly 106 µM), inactives show at the highest dose fluorescence change, negative = quenching | 280,000 tested, 0.29% active; active = well fitted curve in either direction with a large enough effect; inconclusive = small, poorly fitted or top-dose-only effect; note: % is set by controls: 0 for no effect and ±100 for the full control effect
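Human TRβ ligand-binding domain (0.6 uM) and Texas Red SRC2 peptide (20 nM) in Tris buffer with 1 uM T3 and 5% DMSO were incubated with pinned compound for 5 hr at ambient temperature. Total fluorescence was computed as S + 2P (555/632 nm).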
* = called active by the depositor; i = inactive; ? = inconclusive; . = not tested or not shown; [ ] = another dose, or the depositor's remark. Unless noted, calls come from the whole dose curve; as a rule, active = well fitted curve in the direction sought with a large enough effect; inconclusive = small, poorly fitted or top-dose-only effect, or another doubt; inactive = no such curve, though single readings can be large; an effect the other way counts as inactive or inconclusive. Potency is the fitted concentration of half-maximal effect.

A first look, 6 compounds:
SMILES	RECQ1 helicase	Tau fluor cs	Tau fibril FP	TRb SRC2 PPI	HTT cytoprotect	L3MBTL1 block	Tau ThT inhib	TexasRed fluor
CN(CC(=O)O)c1ccc(C(F)(F)F)cc1[N+](=O)[O-]	i	4%	1%	1%	-28%	3%	7%	1%
CCc1ccc(S(=O)(=O)c2n[nH]n3c2nc(=O)c2ccccc23)cc1	1%	8%	7%	2%	-1%[10 µM]	7%	0%	-6%
O=C(COc1ncnc2ccccc12)N1CCN(C(=O)c2ccco2)CC1	-3%	8%	-4%	-1%	-9%[4.97 µM]	2%	1%	0%
O=C(c1ccc(S(=O)(=O)c2ccccc2)cc1)N1CCc2ccccc2C1	-13%	-5%	8%	1%	10%[10 µM]	-12%	-4%	3%
CCOC(=O)N1CCN(S(=O)(=O)c2ccc(OCC(=O)OC)cc2)CC1	-5%	2%	2%	2%	-21%[0.074 µM]	.	-1%	-1%
CCOc1ccc(-c2nnn(CCC#N)n2)cc1OC	i	6%	-5%	-6%	.	7%	6%	-4%

All compounds of this part, from the start:
SMILES	RECQ1 helicase	Tau fluor cs	Tau fibril FP	TRb SRC2 PPI	HTT cytoprotect	L3MBTL1 block	Tau ThT inhib	TexasRed fluor
CN(CC(=O)O)c1ccc(C(F)(F)F)cc1[N+](=O)[O-]	i	4%	1%	1%	-28%	3%	7%	1%
CCc1ccc(S(=O)(=O)c2n[nH]n3c2nc(=O)c2ccccc23)cc1	1%	8%	7%	2%	-1%[10 µM]	7%	0%	-6%
O=C(COc1ncnc2ccccc12)N1CCN(C(=O)c2ccco2)CC1	-3%	8%	-4%	-1%	-9%[4.97 µM]	2%	1%	0%
O=C(c1ccc(S(=O)(=O)c2ccccc2)cc1)N1CCc2ccccc2C1	-13%	-5%	8%	1%	10%[10 µM]	-12%	-4%	3%
CCOC(=O)N1CCN(S(=O)(=O)c2ccc(OCC(=O)OC)cc2)CC1	-5%	2%	2%	2%	-21%[0.074 µM]	.	-1%	-1%
CCOc1ccc(-c2nnn(CCC#N)n2)cc1OC	i	6%	-5%	-6%	.	7%	6%	-4%
C/C(=N\N=c1/sc2ccccc2n1C)c1ccccn1	-2%	-26%	9%	0%	-74%[inhibitor]	-19%	?	-3%
CCCc1nn(CCc2ccccn2)c(N)c1CC	i	-3%	1%	8%	-28%[0.074 µM]	.	0%	-3%
Cc1oc(-c2cccc(C(F)(F)F)c2)nc1CN1CCC[C@H]1CO	25%	-9%	1%	-1%[53 µM]	-8%[10 µM]	4%	-12%	-2%[53 µM]
CCCn1c(SCC(=O)NCCc2ccc(Cl)cc2Cl)n[nH]c1=O	i	-18%	-4%	1%	4%[10 µM]	-16%	-8%	-2%
CCOc1ccc(OCC)c(S(=O)(=O)N2CCOCC2)c1	-12%	-1%	-4%	2%	14%[10 µM]	7%	0%	-2%
Cc1ccccc1OCCCCn1cnc2ccccc21	-5%	-13%	-4%	-3%	-12%	.	?	0%
COC(=O)CC1c2cc(OC)c(OC)cc2CC(=O)c2cc(OC)c(OC)cc21 (configuration not stated)	i	6%	0%	3%	7%[10 µM]	0%	1%	0%
CC(=O)Cn1c(CN2CC(C)CC(C)C2)nc2c1c(=O)n(C)c(=O)n2C (configuration not stated)	-6%	-4%	0%	4%	-4%	-3%	-7%	2%
Cn1cccc1C1C(C#N)=C(N)OC2=C1C(=O)CC(C)(C)C2 (configuration not stated)	-6%	6%	1%	10%	4%[10 µM]	-13%	-4%	-2%
Cc1oc(-c2ccccc2Cl)nc1CN(Cc1ccccn1)C[C@@H]1CCC(=O)N1	14%	-10%	-4%	2%[53 µM]	-11%[10 µM]	7%	-12%	-1%[53 µM]
CC(NC(=O)NNC(N)=S)(C(F)(F)F)C(F)(F)F	-3%	-7%	0%	-1%	0%[10 µM]	5%	-7%	-3%
CCC(C)c1ccc(NC(=O)c2cccnc2)cc1 (configuration not stated)	-13%	-1%	-10%	-7%	-26%[10 µM]	0%	0%	2%
CCOc1ccc(N2C(=O)CC(N3CCN(C(=O)CN4CCCC4)CC3)C2=O)cc1 (configuration not stated)	-4%	0%	0%	-3%	7%	2%	-17%	-1%
COc1ccc(C(C(=O)NC2CCCCC2)N(Cc2cccs2)C(=O)Cc2c[nH]c3ccccc23)cc1OC (configuration not stated)	-2%	?	10%	-10%	17%[10 µM]	-5%	-26%	-3%
Cc1ccc(/C=N/NC(=O)CSc2nc3nc(C)cc(C)n3n2)cc1	-14%	-6%	-8%	-4%	-15%	-12%	-15%	-4%
Cc1ccc(N2C(=O)N(CC(=O)NC(N)=O)C(=O)C2C)cc1 (configuration not stated)	-1%	1%	-2%	13%	25%	.	1%	-2%
CCOC(=O)C1CCN(S(=O)(=O)c2cc(-c3onc(C)c3C)ccc2OC)CC1	.	-17%	-1%	5%	.	.	-2%	2%
N#CCSc1nc(N)c(C#N)c(C2CCCCC2)c1C#N	-2%	?	?	-5%	-2%	12%	-10%	-1%
O=C(O)c1ccccc1-c1ccccc1C(=O)Nc1nc2ccccc2s1	-2%	-1%	9%	3%	19%[10 µM]	-13%	-4%	0%

More compounds follow:
SMILES	RECQ1 helicase	Tau fluor cs	Tau fibril FP	TRb SRC2 PPI	HTT cytoprotect	L3MBTL1 block	Tau ThT inhib	TexasRed fluor
CC1(C)O[C@H]2OC([C@H](O)CON3C(=O)c4ccccc4C3=O)[C@H](O)[C@H]2O1 (some centres not stated)	-3%	-7%	-4%	-3%	.	-1%	-9%	-1%
CCN(C(=O)c1cc2c(s1)-c1ccccc1OC2)c1cccc(C(F)(F)F)c1	.	-13%	6%	-4%	.	.	-10%	-5%
CCn1c(SCC(=O)N/N=C/c2cccs2)nc2ccccc21	-12%	4%	-4%	-3%	3%[10 µM]	2%	-7%	-2%
CCC(CC)C(=O)c1c[nH]c(C(=O)N2CCN(c3ccccc3)CC2)c1	i	5%	10%	-3%	-32%[inhibitor][1.9 µM]	3%	3%	0%
Cn1c(=O)c2c(ncn2CC(=O)N2CCCc3ccccc32)n(C)c1=O	8%	-12%	-3%	-3%	0%	10%	-7%	-2%
CCCCNC(=O)N1CCN(Cc2ccc(F)cc2)CC1	16%	-1%	-3%	-3%	12%[10 µM]	-21%	0%	-2%
CC(C)N=C(N)/N=C(\N)Nc1ccc(Cl)cc1	-3%[25.9 µM]	.	.	2%[53 µM]	-4%[40.3 µM]	.	.	-2%[53 µM]
COc1ccc2[nH]c(=O)c(CN(C)C(=O)C3CCCCC3)cc2c1	2%	-1%	1%	-1%	-20%[0.074 µM]	-5%	-13%	-5%
CCOC(=O)CC(NC(=O)N1CCC(CN2CCC(C)CC2)CC1)c1ccccc1 (configuration not stated)	.	-8%	-11%	4%	.	.	-6%	-3%
COc1ccc(-c2cc(C(=O)NNC3=NCCC3)c3c(C)nn(-c4ccccc4)c3n2)cc1	4%	-5%	14%	4%	-32%	19%	1%	0%
COc1cc(/C=N/NC(=O)Cc2nnc(N)s2)cc(OC)c1OC	-14%	-10%	-7%	7%	20%[10 µM]	.	.	-2%
CC(=O)N(C(C)=O)c1c(N2CCCC2)c2ccccc2oc1=O	i	-13%	?	-7%	1%[10 µM]	-11%	-12%	-4%
O=C(NCc1ccccc1)C1=C[C@@H](c2ccccc2)C[C@@H](OCc2ccc(CO)cc2)O1	2%	-4%	0%	-5%	-12%[10 µM]	-7%	-14%	-3%
Cc1ccc(C)c(N2CCN(c3ccc4cc(S(=O)(=O)N5CCC(C)CC5)ccc4n3)CC2)c1	.	-1%	-7%	6%	.	.	1%	-1%
COc1cc(NC(=S)NCCc2c[nH]c3ccccc23)c(OC)cc1Cl	0%	8%	11%	-4%	17%[10 µM]	-23%	10%	-2%
Cc1c(NS(=O)(=O)c2ccc3c(c2)Cc2ccccc2-3)c(=O)n(-c2ccccc2)n1C	16%	-2%	-6%	-5%	.	-5%	-8%	-1%
C=C(C)[C@@H]1CC[C@]2(C(=O)O)CC[C@]3(C)[C@H](CCC4[C@@]5(C)CC[C@H](O)C(C)(C)[C@@H]5CC[C@]43C)[C@@H]12 (some centres not stated)	i	1%	0%	4%	-24%	.	-5%	-2%
CCCOc1ccc(C(=O)NC(=S)Nc2nc(C)c(C(=O)N(C)C)s2)cc1	i	-22%	3%	-2%	-20%	.	?	2%
COCCSc1nc2c(c(=O)[nH]c(=O)n2C)n1CCC(C)C	-6%	-4%	-3%	9%	-13%	.	-8%	1%
Cc1ccc(NC(=O)c2onc(C)c2Cl)cc1	-3%	-7%	3%	-2%	10%	.	-11%	-8%
CN(NC(=O)c1ccccc1Cl)c1ncc(C(F)(F)F)cc1Cl	-3%	0%	-2%	-7%	1%[10 µM]	-1%	4%	-6%
Cc1nn(C)c(C)c1CN(C)S(=O)(=O)c1ccc(F)cc1	-7%	3%	-1%	-8%	-13%[1.9 µM]	1%	-4%	2%
CCOC(=O)N1CCN(Cc2c(NC(=O)c3ccco3)sc(C)c2C)CC1	4%	-12%	2%	6%	-29%	.	-10%	-3%
COc1ccc2[nH]cc(CCNC(=O)Nc3ccccc3)c2c1	.	-30%	12%	-3%	.	.	-14%	-3%
CCN(CC)CC(=O)Nc1nn(-c2ccccc2)nc1C(N)=O	-1%	12%	11%	-18%	-13%	6%	9%	0%
Cc1ccc(Cn2nc(-c3ccccc3)nc2-c2ccccc2)cc1	-11%	-10%	-3%	-6%	-12%	18%	-4%	-3%
S=C(NCCc1ccccn1)Nc1ccccc1Cl	i	5%	4%	-6%	-9%	7%	0%	-2%
COc1ccc(NC(=O)Nc2c(C)n(C)n(-c3ccccc3)c2=O)cc1	-7%	1%	8%	-7%	-1%[10 µM]	2%	-13%	0%
N/C(=N\N=C\c1cccc(O)c1)c1nonc1N	i	-4%	10%	4%	0%[10 µM]	0%	-5%	0%
O=C(Nc1cc(N2CCCCC2)ncn1)c1ccccc1	i	0%	6%	2%	-19%[10 µM]	-3%	-1%	-1%

These rows are one share of the data. The share of hits here may be higher or lower than overall.
